# Screens deposited in PubChem BioAssay by several laboratories.
# D1 allo mod: allosterically modulates the human D1 dopamine receptor; P21728; HEK293 D1, CRE-luciferase, dopamine EC30 potentiation; actives deviate in either direction; B-score at 10 µM; 58,000 compounds, 5.9% hits; AID 641;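 active means luminescence count or its row- and column-corrected plate score outside the 99.7% band of the plate's sample wells, on either side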
# S1P3 ag: agonists of human S1P3 receptor | Q99500 | AID 373 | activation, % at 4.5 µM | S1P3 NFAT-BLA reporter cells, agonism, FRET ratio; relative to 1 µM S1P, basal subtracted | 60,000 compounds, 0.1% hits;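 active means activation above the screen-wide mean plus 3 SD, cut at about 4.5% in these data, passing the limit was not always enough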; further: some compounds called inactive have numbers as strong as hits
#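 Material: Human S1P3 NFAT-BLA reporter CHO cells | Incubation: Overnight plating, 4 h compound 37 °C, 2 h substrate RT | Signal: FRET β-lactamase substrate fluorescence, excitation 405 nm, 460/535 nm emission ratio, background-subtracted | Compound: 4.5 µM final, single dose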
# 5-HT1A blocker: blocks the human serotonin 5-HT1a receptor | CHO 5-HT1a Ga15 NFAT-bla reporter, antagonist mode | inhibition, % at 10 µM | 62,000 compounds, 0.68% hits;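 active means inhibition above the mean of all tested compounds plus 3 SD, cut at about 43% in these data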;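 further: receptor stimulated by 5-CT agonist at 100 nM near EC80; beta-lactamase reporter measured by ratiometric fluorescence of a cleavable substrate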
# S1P1 ag-PAM: agonists and agonism potentiators of human S1P1 receptor. P21453. AID 449. 56,000 compounds, 0.57% hits. activation, % at 9.5 µM. S1P1 CRE-bla cells, forskolin, beta-lactamase FRET, potentiator mode; S1P1 agonist co-added at EC20, 2 nM; 100% = saturating reference agonist, 0% = basal;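 active means activation above a cutoff set at the mean activation of all tested compounds plus 3 SD, cut at about 54% in these data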;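 further: forskolin at 4 µM as EC80 and the EC20 agonist is SEW2871; 100% = SEW2871 at its EC100 plus forskolin at EC80; some compounds past the cut are filed as inactive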
# HEK293 NFkB inh: lowers PMA/ionomycin-induced NF-kB signal in HEK293 cells. inhibition, % at 3 µM. HEK-293 NF-kB luciferase reporter, luminescence. 62,000 compounds, 0.21% hits. AID 465;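 active means inhibition above the mean of all tested compounds plus 3 SD, cut at about 40% in these data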;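 further: 0% = stimulated DMSO wells and 100% = 10 µM reference inhibitor 5653914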
#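 Reagent: PMA plus ionomycin mix as NF-kB-activating stimulus. Assay system: NF-kB luciferase reporter HEK-293 cells. Technique: luminescence from luciferase substrate reagent. Incubation: 1 h compound pre-incubation, 16 h PMA/ionomycin at 37 °C. Benchmarks: DMSO only as uninhibited control, 10 µM reference inhibitor as full inhibition. Repeats: tested once.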
# HTR1A agonist: activates the human 5-HT1a serotonin receptor; AID 567; activation, % at 10 µM; CHO 5-HT1a Ga15 NFAT-bla reporter, FRET ratio; 0% basal, 100% maximal reference agonist; 65,000 compounds, 0.56% hits;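 active means activation above the screen-wide mean activation plus 3 SD, cut at about 19% in these data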;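 further: 0% = DMSO wells and 100% = 5-CT at EC100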
# Jurkat tox 60K: cytotoxicity toward Jurkat cells; AID 463; Jurkat E6.1 viability, ATP luminescence, 48 h; inhibition, % at 4 µM; 56,000 compounds, 1.2% hits;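 active means inhibition above the mean inhibition of all tested compounds plus 3 SD, cut at about 28% in these data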
# HTR1E agonist: 5-HT1E (human) receptor agonism | activation, % at 6 µM | CHO 5-HT1E Ga15 NFAT-bla reporter, FRET; 0% DMSO wells, 100% control agonist wells | 65,000 compounds, 0.69% hits;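 active means activation above a set limit, the screen-wide mean activation plus 3 SD, cut at about 8.5% in these data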;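 further: 100% = positive control agonist at 1 µM giving full maximal response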
# 5HT1E antag: blocks the human 5-HT1E serotonin receptor. P28566. CHO 5-HT1E Ga15 NFAT-bla reporter, FRET, antagonist. inhibition, % at 6 µM. 65,000 compounds, 0.99% hits. AID 571;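 active means inhibition above a set limit, the mean inhibition across every tested compound plus 3 SD, cut at about 29% in these data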;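 further: signal is the 460 over 535 nm emission ratio of beta-lactamase substrate; 0% = agonist plus DMSO wells and 100% = wells without agonist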
# Starred values were filed as active, the others as inactive; . = no result given. Only part of the results is shown; the hit share may differ from the screen's.
1: Cc1ccc(S(=O)(=O)Nc2cc(C(=O)N3CCC4(CC3)OCCO4)ccc2N2CCCCC2)cc1
2: O=c1c2ccccc2nc(-c2ccco2)n1-c1ccc(Br)cn1
3: CC1CCN2c3nc4ccccn4c(=O)c3CC3(C(=O)N(C)C(=O)N(C)C3=O)C2C1 (stereo not given)
4: Cn1c(O)c(C(=O)c2ccccc2)c(=O)n(C)c1=O
5: CN(CC1COc2ccccc2O1)c1nc(-c2cccnc2)nc2ccccc12 (stereo not given)
6: O=c1[nH]c(=O)n(Cc2ccc(F)cc2)c(O)c1C=NCc1cccnc1
7: O=C(Cn1c2c(c(-c3ccccc3Cl)cc1=O)CCC2)N1CCC2(CC1)OCCO2
8: O=C(CN1C(=O)CCSc2ccccc21)N1CCC2(CC1)OCCO2
Screen / compound no.,1,2,3,4,5,6,7,8
D1 allo mod,0.34,-0.006,0.32,8.4*,1.1,0.3,-0.28,.
S1P3 ag,0.3,-0.6,-0.8,-0.8,0.6,-0.9,0.1,-0.2
5-HT1A blocker,-4,9,8,-6,-3,8,-12,7
S1P1 ag-PAM,0,8,15,-3,-1,12,-7,-24
HEK293 NFkB inh,16,0,13,-3,25,13,26,12
HTR1A agonist,1.9,-2.6,-4.8,-0.7,5.5,-1.8,-2.5,-0.3
Jurkat tox 60K,-3,-6,8,-2,4,6,-4,6
HTR1E agonist,-0.8,0.4,-0.5,0.0,1.8,-2.0,-0.2,0.2
5HT1E antag,5,1,3,7,27,17,-5,-3

9: CCN(CC)CCN=C(C)c1c(O)n(-c2ccccc2OC)c(=O)[nH]c1=O
10: CN(C)P(=O)(C(Cl)=C(N1CCCCC1)N1CCCCC1)N(C)C
11: CCCNc1oc(-c2cccc3ccccc23)nc1C#N
12: CC(C)NS(=O)(=O)c1ccc(OCC(=O)N2CCN(Cc3ccccc3)CC2)c(Cl)c1
13: O=C(CCCn1c(=O)[nH]c2cc(Cl)ccc2c1=O)N1CCC2(CC1)OCCO2
14: CC(C)N1CC=C(c2c[nH]c3ccccc23)CC1
15: c1ccc(C2=NP(N3CCOCC3)(N3CCOCC3)=NC(N3CCOCC3)=N2)cc1
16: CC(=NCCC1=CCCCC1)c1c(O)n(C)c(=O)n(C)c1=O
Screen / compound no.,9,10,11,12,13,14,15,16
D1 allo mod,.,0.5,0.22,0.12,-0.28,.,0.34,-0.34
S1P3 ag,-3.1,-1.1,2.1,-1.3,0.5,-1.4,-1.3,-1.5
5-HT1A blocker,.,43*,-13,-12,1,14,4,6
S1P1 ag-PAM,-6,1,-26,-2,-27,-5,7,-7
HEK293 NFkB inh,.,4,-4,1,1,16,15,35
HTR1A agonist,2.0,-6.4,58*,-1.6,-2.1,23*,-0.5,0.9
Jurkat tox 60K,.,1,2,4,-9,3,8,-1
HTR1E agonist,-0.6,0.0,5.7,0.4,-0.7,46*,0.4,-0.8
5HT1E antag,-8,0,8,-6,-5,-1,-4,0

# Entries shown so far with an NH in an aromatic ring:
6: O=c1[nH]c(=O)n(Cc2ccc(F)cc2)c(O)c1C=NCc1cccnc1
9: CCN(CC)CCN=C(C)c1c(O)n(-c2ccccc2OC)c(=O)[nH]c1=O
13: O=C(CCCn1c(=O)[nH]c2cc(Cl)ccc2c1=O)N1CCC2(CC1)OCCO2
14: CC(C)N1CC=C(c2c[nH]c3ccccc23)CC1
Screen / compound no.,6,9,13,14
D1 allo mod,0.3,.,-0.28,.
S1P3 ag,-0.9,-3.1,0.5,-1.4
5-HT1A blocker,8,.,1,14
S1P1 ag-PAM,12,-6,-27,-5
HEK293 NFkB inh,13,.,1,16
HTR1A agonist,-1.8,2.0,-2.1,23*
Jurkat tox 60K,6,.,-9,3
HTR1E agonist,-2.0,-0.6,-0.7,46*
5HT1E antag,17,-8,-5,-1

# Later entries.
17: Cc1cc(OCc2nn[nH]n2)c2c3c(c(=O)oc2c1)CCCC3
18: C=CCn1c(O)c(C(C)=Nc2ccc(C(=O)OCC)cc2)c(=O)[nH]c1=O
19: O=C(C1CCCN(S(=O)(=O)c2cccc3nsnc23)C1)N1CCC2(CC1)OCCO2 (stereo not given)
20: CCCC(C)C(=O)NC1CCSC1=O (stereo not given)
21: CN1C(=O)N(C)C(=O)C2(Cc3c(ccc4ccccc34)N(C)C2)C1=O
22: OC1(c2ccc(F)cc2)CC2CCC(C1)N2Cc1nnnn1C1CCCCC1 (stereo not given)
23: O=C1CC(N2CCC(n3c(=O)[nH]c4ccccc43)CC2)C(=O)N1c1ccc(F)cc1 (stereo not given)
24: CCCCc1ccc2[nH]cc(CCN)c2c1
Screen / compound no.,17,18,19,20,21,22,23,24
D1 allo mod,0.78,0.61,0.35,-0.35,-0.083,-0.6,-0.023,-0.014
S1P3 ag,-1.1,0.3,-1.3,-2.2,-1.5,0.2,-0.7,0.4
5-HT1A blocker,-7,-19,-10,0,5,6,16,-8
S1P1 ag-PAM,-2,1,20,-18,-10,4,.,4
HEK293 NFkB inh,8,0,17,5,4,12,9,1
HTR1A agonist,1.3,-0.8,-1.4,-0.7,-3.1,-1.1,-0.3,69*
Jurkat tox 60K,0,-2,1,4,-2,5,0,7
HTR1E agonist,0.7,0.5,-0.1,0.4,1.9,-1.4,-0.5,106*
5HT1E antag,-6,-9,2,1,-7,22,5,-3

25: CCN(CC)CCCN=Cc1c(O)n(CCc2ccc(F)cc2)c(=O)[nH]c1=O
26: O=C1C2CCCN2C(c2cccnc2)N1c1nccs1 (stereo not given)
27: CC1(C)N(O)C2CCCCC2N1O (stereo not given)
28: CCN1CCN(Cc2ccc(C)cc2C)CC1
29: CCOC(=O)C(C)Oc1cc(C)cc2oc(=O)c3c(c12)CCCC3 (stereo not given)
30: COc1ccccc1-n1c(-c2ccoc2)nc2ccccc2c1=O
31: Cc1c(C(=O)N2CCC3(CC2)OCCO3)oc2ccc(S(=O)(=O)N3CCOCC3)cc12
32: CCOC(=O)C1=C(N)OC2=C(C(=O)CCC2)C12C(=O)N1c3c(ccc(C)c32)C(C)=CC1(C)C (stereo not given)
Screen / compound no.,25,26,27,28,29,30,31,32
D1 allo mod,-0.91,-0.25,-0.95,-0.65,-0.38,0.39,.,-0.38
S1P3 ag,0.7,0.3,-1.3,-1.6,.,-1.1,.,-0.2
5-HT1A blocker,-3,-3,13,-7,31,9,-3,-16
S1P1 ag-PAM,-7,1,-11,-27,.,6,.,-28
HEK293 NFkB inh,-2,3,7,17,15,19,22,20
HTR1A agonist,-4.8,1.6,-0.6,-1.3,1.8,3.0,-0.5,2.1
Jurkat tox 60K,-4,-8,1,6,.,-4,.,2
HTR1E agonist,-0.3,-0.5,-0.1,4.1,-1.1,-0.6,-0.2,0.4
5HT1E antag,-15,-9,6,-3,13,-5,-5,-13

33: O=c1[nH]c(=O)n(CCc2ccc(F)cc2)c(O)c1C=NCCCN1CCOCC1
34: CCCCn1c(O)c(C(C)=NCCCN(C)C)c(=O)[nH]c1=O
35: CCOC(=O)CNC(=O)CSP(=S)(OCC)OCC
36: CSc1ccc(C(=O)C(C)(C)N2CCOCC2)cc1
37: Cn1c(O)c(C=NC2CCN(Cc3ccccc3)CC2)c(=O)n(C)c1=O
38: C[C@H]1CCCC(=O)CCCCCc2cc(O)cc(O)c2C(=O)O1
39: Cc1cc(N)n(C2CCN(C)CC2)n1
40: O=C(c1ccco1)C12CN3CN(CN(C3)C1)C2
Screen / compound no.,33,34,35,36,37,38,39,40
D1 allo mod,12*,0.17,-0.77,-0.55,0.43,-0.83,-0.43,.
S1P3 ag,-1.3,-0.8,-2.1,-1.4,-4.5,-1.7,-0.9,-2.0
5-HT1A blocker,-4,-5,-2,11,.,.,-4,.
S1P1 ag-PAM,5,5,-4,6,-4,10,-20,-1
HEK293 NFkB inh,8,14,10,6,.,.,11,.
HTR1A agonist,-1.0,-3.3,4.7,1.1,1.9,-0.1,-1.7,-0.3
Jurkat tox 60K,8,-4,-3,1,.,.,-1,.
HTR1E agonist,0.4,-0.8,0.0,-1.4,-0.9,0.3,0.3,0.1
5HT1E antag,7,3,13,2,0,2,-6,4

41: Cc1ccc(CC2C(=O)N(C)C(=O)N(C)C2=O)s1
42: CCOC(=O)N(c1ccccc1)P1(=S)OCC(C)O1 (stereo not given)
43: FC(F)(F)c1ccc2c(c1)NP(=S)(N1CCOCC1)c1nccn1-2 (stereo not given)
44: CN(C)[C@@H]1C(=O)C(C(N)=O)=C(O)[C@@]2(O)C(=O)C3=C(O)c4c(O)ccc(Cl)c4[C@@](C)(O)C3C[C@@H]12 (stereo not given in full)
45: CCCCn1c(O)c(C(C)=NCCCN(CC)CC)c(=O)[nH]c1=O
46: COc1cc2[nH]c(=O)n(-c3ccccc3)c(=O)c2cc1OC
47: CC(C)OCCCNC(=O)c1c(N)n(CC2CCCO2)c2nc3ccccc3nc12 (stereo not given)
48: COc1cc(/C=N/n2cnnc2)ccc1OC(=O)N(C)C
Screen / compound no.,41,42,43,44,45,46,47,48
D1 allo mod,-0.13,.,0.14,0.56,1.9,1,-0.75,0.21
S1P3 ag,-1.5,-0.8,.,-0.9,-1.0,0.2,1.8,0.5
5-HT1A blocker,-9,-5,8,.,11,-3,8,-1
S1P1 ag-PAM,.,10,.,-17,23,-6,-30,-26
HEK293 NFkB inh,2,20,21,.,9,14,10,-2
HTR1A agonist,-0.6,-3.0,1.0,-1.2,-1.4,-0.1,6.1,-1.6
Jurkat tox 60K,2,-3,.,.,4,-11,13,-6
HTR1E agonist,-0.1,0.3,-1.1,-0.6,-0.3,0.3,3.7,0.7
5HT1E antag,-4,1,-5,-2,11,4,5,-7

49: CC1(C)CN=C(Nc2ccccc2C(F)(F)F)S1
50: O=C(O)Cn1cc(C(=O)c2ccccc2)c2ccccc21
51: COc1ccccc1N1CCN(Cc2c(F)cccc2F)CC1
52: CSC(=Nc1ccccc1)c1c(O)n(C)c(=O)n(C)c1=O
53: CCCCn1c(=O)c(C(=O)Nc2ccccc2S(N)(=O)=O)c(O)c2ccccc21
54: Nc1c(C(=O)NCCc2ccccc2)c2nc3ccccc3nc2n1CCN1CCOCC1
55: CN1CCN(C(=O)COc2ccc(-c3nc4ccccc4s3)cc2)CC1
56: COc1ccc(-c2nc(CS(=O)CC(=O)N3CCC4(CC3)OCCO4)c(C)o2)cc1 (stereo not given)
Screen / compound no.,49,50,51,52,53,54,55,56
D1 allo mod,0.77,-0.85,-1.3,-0.52,1.2,0.38,-4.4*,0.21
S1P3 ag,0.1,-0.5,-1.1,1.2,0.0,7.7*,.,-0.9
5-HT1A blocker,4,-4,0,-5,-8,-33,6,12
S1P1 ag-PAM,-10,-6,-7,19,.,-116,.,15
HEK293 NFkB inh,12,21,8,14,-1,0,39,14
HTR1A agonist,-3.5,-2.4,-0.8,-1.0,1.8,16,0.0,-1.9
Jurkat tox 60K,2,0,-4,34*,-4,6,.,8
HTR1E agonist,-0.5,-0.2,1.6,0.2,-1.4,3.3,-0.2,-0.7
5HT1E antag,-3,-3,11,-8,-7,-3,1,2
